Screening results deposited in PubChem BioAssay by The Scripps Research Institute Molecular Screening Center.
OX1R antag-1 = antagonists of human orexin 1 receptor (OX1R); OX1R-expressing cells, FRET antagonist read-out; AID 485270, 2010; inhibition, % at 6.6 µM; 330,000 tested, 1.8% active; in the data active = inhibition mostly above about 38%, no sharp cut-off; inactive = mostly below about 40%;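 also: 0% = agonist challenge alone and 100% = reference antagonist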
Target sequence (O43613 whole entry, looked up): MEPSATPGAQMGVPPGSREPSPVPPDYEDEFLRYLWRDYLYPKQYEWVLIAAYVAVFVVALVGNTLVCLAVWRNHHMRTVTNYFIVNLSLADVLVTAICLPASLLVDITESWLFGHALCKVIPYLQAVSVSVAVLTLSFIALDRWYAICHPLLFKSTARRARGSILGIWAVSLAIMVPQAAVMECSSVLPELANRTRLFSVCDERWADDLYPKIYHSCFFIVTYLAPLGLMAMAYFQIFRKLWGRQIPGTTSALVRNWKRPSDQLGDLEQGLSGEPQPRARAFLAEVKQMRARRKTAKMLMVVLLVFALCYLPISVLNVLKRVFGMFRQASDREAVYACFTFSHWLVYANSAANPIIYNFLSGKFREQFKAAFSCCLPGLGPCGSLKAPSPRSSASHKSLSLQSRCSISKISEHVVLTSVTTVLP
OX1R antag-2 = OX1R (HCRTR1) antagonists, primary screen, fluorescence, CHO/OX1R cells, Fluo-8 calcium, orexin A. Orexin/Hypocretin receptor type 1 (Homo sapiens), O43613. Fluo-8 calcium fluorescence. inhibition, % at 5 µM. AID 434989, 2010. 330,000 tested, 0.43% active;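 active = inhibition above its plate's threshold, mean inhibition of all tested compounds on the plate plus 3 SD, cut at about 37% in these data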;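 also: 0% = orexin A challenge wells and 100% = SB-334867-A antagonist wells; not every result past the cut was called active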
An asterisk follows results filed as active. The order is random, and some 2% of all compounds hit somewhere here.

OX1R antag-1 | OX1R antag-2 | SMILES
11 | -9 | Nc1ncnc2c1ncn2Cc1ccccc1
11 | -11 | O=C(NCCc1ccc(Cl)cc1)C1CCCN1C(=O)Nc1ccccc1 (centres undefined)
-9 | -20 | COc1cc(NC(=O)c2ccc(Br)cc2)ccc1NC(=O)c1cc2ccccc2o1
3 | 0 | COC(=O)c1ccccc1NC(=O)Cn1cnc2c(cnn2-c2ccccc2)c1=O
12 | -29 | COc1cccc(-c2nnc(SCC(=O)Nc3cc(C)ccc3OC)n2N)c1
10 | -17 | O=c1[nH]c(SCc2cccc(Cl)c2)nc2c1CCCC2
14 | 9 | O=C(COc1ccc(/C=C2/NC(=O)NC2=O)cc1)Nc1ccc(F)cc1
27 | -34 | COc1ccc(CNC(=O)[C@@H](NC(=O)C2CCN(S(=O)(=O)c3ccccc3)CC2)C(C)C)cc1
-5 | -32 | CSc1cccc(NC(=O)c2ccc(CN3CCc4ccccc4C3)cc2)c1
0 | -9 | CC1CCN(C(=O)COC(=O)c2ccc(Cl)nc2)CC1
-2 | -10 | CCOc1cc(/C=N/Nc2nc(-c3cccc(S(=O)(=O)N4CCCC4)c3)cs2)ccc1O
11 | 7 | CCOC(=O)Cc1csc(NC(=O)Nc2ccc(Cl)cc2)n1
2 | -33 | Cc1ccc(C)c(S(=O)(=O)N2CCN(CC(=O)N3CCc4ccccc4C3)CC2)c1
3 | -13 | O=C(COc1nc2ccccc2nc1N1CCOCC1)NC1CCCCC1
0 | 7 | O=[N+]([O-])c1ccc(F)cc1F
19 | -26 | Cc1cc(-c2ccccc2)c2ccc(NC(=O)C(C)(C)C)nc2n1
8 | -23 | Cc1ccc(S(=O)(=O)N2CCN(C(=O)c3cccs3)CC2)c(C)c1
4 | -18 | Cc1cc(C)c2nc(NCc3ccccc3O)sc2c1
22 | -21 | COc1ccc(NC(=O)NNC(=O)C(O)(c2ccccc2)c2ccccc2)cc1
2 | -14 | COc1ccc(NC(=O)CC2C(=O)N(C)C(=S)N2CCc2ccc(F)cc2)cc1 (centres undefined)
8 | -23 | CN(C)c1ccc(P(=O)(OCc2ccccc2)C(O)c2ccc(Br)cc2)cc1 (centres undefined)
5 | -22 | CC1=C(C(=O)Nc2ccccc2C)C(c2ccc(C)o2)N2C(=O)CSC2=N1 (centres undefined)
5 | 6 | CCCCn1nnc(NC(=O)Cc2ccc(Cl)cc2)n1
29 | 9 | CS(=O)(=O)N1CCC(C(=O)N2CCC(Cc3ccccc3)CC2)CC1
17 | -7 | CS(=O)(=O)c1nc2ccccc2n1Cc1ccccc1
5 | -10 | O=S(=O)(NCCOc1ccccc1F)c1cccc(Br)c1
9 | -21 | COc1ccc(-n2c(=S)[nH]c3cc(C(=O)NCCCN4CCOCC4)ccc3c2=O)cc1
6 | -12 | COC(=O)c1sc(NC(=O)c2c(F)cccc2F)c(C#N)c1C
12 | -17 | Cc1nn(-c2ccccc2)c2sc(C(=O)N3CCOCC3)cc12
0 | -7 | COc1cccc(-c2c(-c3cc(OC)cc(OC)c3)n(C)c3ccc(-c4ccc5[nH]ccc5c4)cc23)c1

No new results follow: five of the compounds above.
OX1R antag-1 | OX1R antag-2 | SMILES
11 | -9 | Nc1ncnc2c1ncn2Cc1ccccc1
11 | -11 | O=C(NCCc1ccc(Cl)cc1)C1CCCN1C(=O)Nc1ccccc1 (centres undefined)
-9 | -20 | COc1cc(NC(=O)c2ccc(Br)cc2)ccc1NC(=O)c1cc2ccccc2o1
3 | 0 | COC(=O)c1ccccc1NC(=O)Cn1cnc2c(cnn2-c2ccccc2)c1=O
12 | -29 | COc1cccc(-c2nnc(SCC(=O)Nc3cc(C)ccc3OC)n2N)c1

Later entries.
OX1R antag-1 | OX1R antag-2 | SMILES
29 | -24 | O=C(NCc1ccco1)C(c1cccs1)N(Cc1ccccc1)C(=O)Cn1nnc2ccccc21 (centres undefined)
52 | -10 | CCOC(=O)CNc1ncc([N+](=O)[O-])cc1C#N
14 | -4 | CCOc1cc(C=O)ccc1OCCSc1ccc(C)cc1
8 | -3 | COc1ccccc1C1C=C(c2ccccc2)Nc2nnnn21 (centres undefined)
5 | -11 | O=C(Nc1ccc2c(c1)OCO2)c1cc(Cl)ccn1
13 | -20 | Cc1ccc(S(=O)(=O)CC(=O)c2ccc3c(c2)OCCO3)cc1
60* | 8 | NS(=O)(=O)c1ccc(NC2=CC(=O)C(=O)c3ccccc32)cc1
14 | -23 | Cc1cc2cc3c(cc2nc1SCC(=O)OC(C)C)OCCO3
17 | -6 | COc1ccc(CNC(=O)CCc2c[nH]c3ccccc23)cc1
13 | -2 | Cc1nc2nc(C)c(NS(=O)(=O)c3ccc(CC(C)C)cc3)c(=O)n2[nH]1
14 | -5 | O=[N+]([O-])c1cccc(NC(=S)N2CCOCC2)c1
67* | 14 | COc1cccc(NC(=O)CN(C)C(=O)c2ccccc2CCc2ccccc2)c1
19 | -42 | CC(=O)c1c(C)[nH]c(C)c1C(C)=O
-4 | -21 | CC(C)N(Cc1ccccc1)C(=O)c1cccs1
57* | 49 | CN(Cc1c(C(=O)N/N=C/c2cccc(F)c2)nnn1-c1nonc1N)c1ccccc1
4 | -13 | O=C(CNc1cccc(C(F)(F)F)c1)N/N=C/c1cn(-c2ccccc2)nc1-c1ccccc1
10 | -12 | CCCCN(C(=O)C1CCC1)c1c(N)n(Cc2ccccc2)c(=O)[nH]c1=O
19 | -12 | Cc1nc([N+](=O)[O-])cn1CC(=O)c1ccc(Br)cc1
13 | -11 | COc1ccc(CN(Cc2ccc(C(=O)O)cc2)C(=S)Nc2ccccc2C)cc1OC
14 | -16 | COc1ccc(/C=N/NC(=O)c2ccncc2)cc1CN1CCOCC1
10 | -7 | COc1cc(C(=O)O)cc(OC)c1OCc1cc(C(=O)O)oc1C
37 | 0 | COC(=O)CCCCCN1C(=O)NC(C2CC2)C(C(=O)OCc2ccccc2)=C1C (centres undefined)
19 | -23 | O=C(CSc1nnnn1-c1ccccc1)Nc1ncc(Cc2cccc(Cl)c2Cl)s1
14 | 0 | O=C1N/C(=C/c2cccn2-c2ccccc2)C(=O)N1Cc1ccc(F)cc1
9 | -12 | Cn1c(SCC(=O)NC2CCCCCC2)nnc1-c1cccs1
8 | -9 | Cc1cc(C)cc(C(=O)OCC(=O)N2CCCCCC2)c1
16 | -16 | O=C(NCCc1ccccc1)c1n[nH]c(=O)c2ccccc12
11 | -31 | COc1ccc(-c2nc(NC(=O)c3cc(C(C)(C)C)nn3C)sc2C)cc1
0 | 11 | CN=C1N(C)C[C@@H]2[C@@H]3C(=O)N(C)C(=O)[C@@H]3[C@](Cc3ccccc3)(C(=O)OC)N12
45 | 13 | COc1ccc(NC(=O)CCCN2C(=O)/C(=C\c3ccco3)SC2=S)cc1

Random excerpt: five records from the list.
OX1R antag-1 | OX1R antag-2 | SMILES
37 | 0 | COC(=O)CCCCCN1C(=O)NC(C2CC2)C(C(=O)OCc2ccccc2)=C1C (centres undefined)
11 | -31 | COc1ccc(-c2nc(NC(=O)c3cc(C(C)(C)C)nn3C)sc2C)cc1
45 | 13 | COc1ccc(NC(=O)CCCN2C(=O)/C(=C\c3ccco3)SC2=S)cc1
9 | -12 | Cn1c(SCC(=O)NC2CCCCCC2)nnc1-c1cccs1
14 | 0 | O=C1N/C(=C/c2cccn2-c2ccccc2)C(=O)N1Cc1ccc(F)cc1

Following part:
OX1R antag-1 | OX1R antag-2 | SMILES
4 | -11 | O=C(O)C(Cc1ccc(O)cc1)N1C(=O)c2c(Cl)c(Cl)c(Cl)c(Cl)c2C1=O (centres undefined)
57 | -13 | COc1ccc(-c2nncnn2)cc1
7 | -38 | COc1ccccc1Sc1nc(-c2ccccc2)ncc1OC
23 | 7 | C/C(=N\NC(=O)c1nnn(-c2nonc2N)c1CN(C)c1ccccc1)c1cccnc1
0 | -8 | CC(=O)c1c(C)[nH]c(C(=O)OCC(=O)C(C)(C)C)c1C
18 | -28 | Cc1ccc(-n2nc3c(=O)n(CCCC(=O)NCc4ccccc4Cl)nc(C)c3c2C)cc1
15 | -14 | Cc1ccc(NC(=O)CN(C)CC(=O)Nc2ccccc2C#N)cc1
17 | -14 | CC(CCc1ccc(O)cc1)NCc1ccc(Cl)cc1Cl (centres undefined)
19 | -13 | CC(C)CN(C(=O)COc1ccc(C(C)(C)C)cc1)C1CCS(=O)(=O)C1 (centres undefined)
3 | -37 | CO/N=C/c1c(-c2ccccc2)nn(C)c1Cl
24 | -45 | O=C(CCCCCn1c(=O)[nH]c2ccccc2c1=O)N1CCN(Cc2ccc3c(c2)OCO3)CC1
30 | 4 | CCc1cccc2c(C(=O)COC(=O)c3ccc([N+](=O)[O-])s3)c[nH]c12
41 | -10 | CCC(C)N(C(=O)COC(=O)c1cc([N+](=O)[O-])ccc1N1CCOCC1)C1CCS(=O)(=O)C1 (centres undefined)
-7 | -8 | COc1cc(C(c2c(C)[nH][nH]c2=O)c2c(C)[nH][nH]c2=O)cc(Cl)c1O
15 | -36 | COCCNC(=O)C(c1ccco1)N(C(=O)Cn1nnc2ccccc21)c1ccc(C)cc1C (centres undefined)
18 | -9 | Cc1ccc(S(=O)(=O)NC(=O)NC(C)(C)C)cc1
17 | -23 | O=C(c1ccc(Cl)c(S(=O)(=O)N2CCOCC2)c1)N(Cc1nnc(-c2ccccc2Cl)o1)C1CC1
5 | -5 | COC(=O)c1ccccc1NC(=O)Nc1cc(C)cc(C)n1
-1 | -11 | CN(C)CCSc1nc2cc(S(=O)(=O)N3CCCCC3)ccc2o1
22 | -2 | O=c1c2ccccc2oc2c1oc1ccccc12
11 | -11 | COc1cc(/C=C/C(=O)OCC(=O)NCc2ccco2)cc(OC)c1OC
22 | 10 | CCCCN(CCCC)C(=O)C1CC=CCC1C(=O)O (centres undefined)
11 | -7 | Nn1c(SCC(=O)Nc2ccccc2C(F)(F)F)nncc1=O
16 | 7 | N#Cc1c(NC(=O)CSc2nc(N)cc(=O)[nH]2)sc2c1CCCCCC2
9 | -21 | CCOC(=O)CC1(C)NC(=O)c2c(C)sc(C(=O)OCC)c2N1 (centres undefined)
7 | -25 | NC(=O)C1CCN(c2oc(-c3ccccc3F)nc2S(=O)(=O)c2ccc(Cl)cc2)CC1
4 | -9 | O=C(CCc1ccccc1)NC(=S)Nc1cc(C(F)(F)F)ccc1N1CCOCC1
28 | -16 | CCOC(=O)Cn1c(=O)c2c(nc(N3CCCCC3)n2C)n(C)c1=O
9 | -6 | O=C(Cc1cccc(C(F)(F)F)c1)OCC(=O)N1CCN(S(=O)(=O)c2ccc(Cl)cc2)CC1
16 | -42 | CCc1c(C)nc2c(C)cccc2c1SCCC#N
8 | -11 | COc1cccc2c1NC(C(=O)O)C1CC=CC21 (centres undefined)
26 | -7 | CC1=NNC(=O)C1CC(=O)N/N=C/C=C/c1ccccc1 (centres undefined)
4 | -13 | N#Cc1nc(-c2ccc(OCc3ccccc3)cc2)oc1NCc1ccco1
9 | -2 | O=C(Nc1ccc(-c2csc(Nc3ccc(Cl)cc3)n2)cc1)c1cc([N+](=O)[O-])cc(C(F)(F)F)c1
4 | -14 | CCOC(=O)CN(Cc1ccccc1)S(=O)(=O)c1ccc(NC(C)=O)cc1
17 | -16 | CCCS(=O)(=O)N1CCc2ccc(NC(=O)C3CCCO3)cc2C1 (centres undefined)
6 | 5 | Cc1ccc(OCC(=O)NNC(=O)CCC(=O)Nc2ccc(C)cc2C)cc1
11 | -6 | O=C(O)CCCNC(=O)Cc1ccccc1
11 | -21 | CCCC1C(=O)Nc2ccccc2N1C(=O)c1ccc(C(C)(C)C)cc1 (centres undefined)
10 | -37 | COc1cccc(NC(=O)C(NCCC(C)C)c2ccccc2)c1 (centres undefined)
25 | -37 | Cc1cccc([C@@H]2[C@@H]3C(=O)N(Cc4ccccc4)C(=O)[C@@H]3[C@]3(CC(C)C)C(=O)N(c4cccc(Br)c4)C(=O)N23)c1
6 | -16 | Cc1ccc(C(=O)NC2CCCCNC2=O)cc1 (centres undefined)
14 | -5 | CC(C)CCNC(=S)Nc1ccccc1F
10 | 11 | NC(=O)C1(C(N)=O)OC1c1ccc(Cl)cc1Cl (centres undefined)
24 | -13 | NC(=O)CC(NC(=O)c1ccccc1)c1ccc(NCc2ccccc2)c([N+](=O)[O-])c1 (centres undefined)
18 | -11 | CC(C)c1ccc(/C=C/C(=O)Nc2nc3ccc([N+](=O)[O-])cc3s2)cc1
12 | -12 | O=C(NC1=NCCS1)c1cc(-c2ccc(-c3ccccc3)cc2)nc2ccccc12
16 | -3 | CCC(=O)Nc1cccc(C2=NOC3(C2)C[C@@H](C(N)=O)N(C(=O)COc2ccc(Cl)cc2)C3)c1 (some centres undefined)
13 | -25 | O=C(Nc1ccc(N2CCCC2)cc1)C(Cl)c1ccccc1 (centres undefined)
25 | -18 | Oc1ccc(/C=N/Nc2nc(N3CCCC3)nc(N3CCCC3)n2)cc1O

Continuation.
OX1R antag-1 | OX1R antag-2 | SMILES
30 | 0 | Cc1cccc(C)c1OCC(=O)Nc1c(C)nn(C)c1C
48 | -15 | O=C(COC(=O)c1n[nH]c2ccccc12)c1cccc(Br)c1
10 | -18 | CCOC(=O)c1ccc(NC(=O)COc2ccccc2CNCCO)cc1
17 | -14 | CCn1c(=O)n(CC)c2cc(N)ccc21
12 | -48 | C[C@]12c3[nH]c4ccc(Cl)cc4c3CCN1C(=O)[C@@H](CC(=O)NCCc1ccccn1)C[C@@H]2C(=O)N1CCCCC1
25 | -4 | COc1cccc(N2CCN(S(=O)(=O)c3cc4c(cc3Cl)NC(=O)CO4)CC2)c1
13 | 12 | CC1CCCCC1NC(=O)COc1cccnc1[N+](=O)[O-] (centres undefined)
7 | -21 | COc1ccc(N=C2CCS(=O)(=O)c3sccc32)cc1
10 | 11 | Cc1occc1C(=O)N1CCN(C(=O)C2CCCO2)CC1 (centres undefined)
12 | -14 | O=C(Nc1ccccc1)C1=C[C@H](c2ccc3c(c2)OCO3)C[C@H](OCCCCO)O1
9 | -3 | CNC(=O)c1cc2ccccc2o1
13 | -23 | Cc1ccc(-c2cn3c(=S)[nH]nc3s2)cc1
